p53ts 32C kill: cytotoxicity in p53ts cells at permissive temperature. H1299-p53A138V at 32C, ATP luminescence viability, 24 h. 130,000 compounds, 0.93% hits. Potency, µM (series often up to 46.1 µM), for the others: top-dose activity change, negative = cytotoxicity, actives largely listed as cytotoxic;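 also: 0% = DMSO and -100% = full killing by reference compound; nearly all actives have a fitted effect of over 55% in size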
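ATP-content luminescence (ATPlite) read-out after 24 h compound exposure at 32C in H1299-p53A138V cells (600/well). Tested up to 46 uM. Normalized to DMSO (0%) and 100 uM tamoxifen (100% killing); Hill-fit AC50.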
p53ts 39C tox: kills p53ts cells at the nonpermissive temperature; H1299-p53A138V viability at 39C, ATP luminescence, 24 h; Potency, µM (titrated, usually from 46.1 µM), for the others: at the highest dose activity change, negative = cell killing, most hits filed as cytotoxic; 130,000 compounds, 1.5% hits; also: nearly all actives have a fitted effect of over 55% in size
IkB signaling: inhibitors of IkB signaling in ABC-DLBCL cells. ABC-DLBCL IkBa-CBG/CBR dual luciferase ratio, 4 h; response scale: scaled: untreated 0%, proteasome inhibitor 100%. Potency, µM (titrated, usually from 57.1 µM), for inactives: at the top dose IkBa stabilization activation. 110,000 compounds, 0.04% hits; active = well fitted curve in the direction sought with a large enough effect in the signal ratio, not every such curve was filed as active; inconclusive = small, poorly fitted or top-dose-only effect, or a change in a side signal; the % refers to the signal ratio;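 also: the direction sought is a rising ratio; 0% = basal untreated cells and 100% = reference inhibitor full response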
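In this assay, an IκBα–CBG68 fusion accumulates when IKK-driven degradation is blocked; native CBR normalizes for cell number. OCI-Ly3 cells were treated 4 h with compound and doxycycline, then green and red light read after Chroma-Glo addition.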
Imprint erasure: inducers of genomic imprint erasure in mouse ES cells; mouse ES Peg3-LacZ reporter, beta-gal luminescence, 40 h; Potency, µM (highest dose often 60.7 µM), without a hit: top-dose activity change, positive = activation, actives largely listed as activators; 110,000 compounds, 0.02% hits;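 also: 0% = negative control wells on the plate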
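Readout: BetaGlo luminescence (5 min, room temp) for LacZ from the normally silent maternal Peg3 allele in female Peg3LacZ-Neo ES cells. Cells 300/well, 40 h, 37C, 5% CO2. Data normalized per plate to negative controls.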
* = called active by the depositor; ? = inconclusive; · = not tested or not shown; & = joins results of further samples; [ ] = dose if it differs, or a comment. Unless noted, calls follow the shape of the dose curve; as a rule, active = well fitted curve in the direction sought with a large enough effect; inconclusive = small, poorly fitted or top-dose-only effect, or another doubt; inactive = no such curve, though single readings can be large; an effect the other way counts as inactive or inconclusive. Unless noted, % is scaled to controls: 0 for no effect and ±100 for the full control effect; potency is read from the fitted curve at half-maximal effect. Rows were taken by chance; 1.7% or so of the library scored in one or more.

SMILES	p53ts 32C kill	p53ts 39C tox	IkB signaling	Imprint erasure
CCOC(=O)c1cccc(NC(=O)Cn2nc3c(cc2=O)CCCC3)c1	4%	-12%	?	10%[10.9 µM]
COC(=O)CCNc1ccc2c(c1)OCCO2	-4%	-7%	0.3%	-12%
COc1cccc(C(=O)N2CCC(C(=O)Nc3cccc(Cl)c3)CC2)c1	-16%	1%	?	-6%[10.9 µM]
CCS(=O)(=O)N1CCc2cc(C(=O)N3CCN(c4cccc(C(F)(F)F)c4)CC3)ccc21	-11%	-11%	?	5%[10.9 µM]
COC(=O)[C@@]1(Cc2ccc(F)cc2)[C@H]2c3cc(C(=O)N4CCCC4)n(CCCNc4ncc(C(F)(F)F)cc4Cl)c3C[C@H]2CN1C(=O)c1ccccc1	5%	-5%	·	-12%
CN(C)c1ccc(C(CNC(=O)c2ccccc2F)N2CCc3ccccc32)cc1 (stereo not drawn)	-3%	-9%	?	8%[10.9 µM]
CC(=O)c1ccccc1NS(=O)(=O)c1cc2c(cc1C)NC(=O)CO2	-1%	4%	-1.9%	-2%[10.9 µM]
COC(=O)c1oc2ccc(OC)cc2c1N	?	?	-1.1%	-45%[inhibitor]
COc1ccc(OC)c2sc(NC(=O)C(C)C)nc12	1%	-6%	1.2%	-8%
CCOC(=O)C1C(=O)C=C(C)C(C(=O)OCC)C1c1ccc(OC)cc1 (stereo not drawn)	-6%	5%	-1.7%	-4%
CS(=O)(=O)Nc1cccc(-c2nc(Nc3ccc(F)cc3)c3ccccc3n2)c1	?	?	?	-14%
COc1ccc(OCC(O)Cn2cnc(-c3ccc(Br)cc3)c2)cc1 (stereo not drawn)	13%	21%	·	·
COc1ccc(-c2nnc(SCC(=O)NCc3ccco3)n2C)cc1	-4%	-15%	0.7%	5%
N#Cc1c(NC(=O)CSc2nc(-c3ccco3)cc(C(F)(F)F)n2)sc2c1CCCC2	9%	10%	1.1%	-2%
COc1ccc(C(=O)CSc2nnc(CNc3ccc(C)cc3C)o2)cc1	3%	-2%	0.4%	-1%

Arranged by SMILES length (descending): part of the list above.
SMILES	p53ts 32C kill	p53ts 39C tox	IkB signaling	Imprint erasure
CS(=O)(=O)Nc1cccc(-c2nc(Nc3ccc(F)cc3)c3ccccc3n2)c1	?	?	?	-14%
CC(=O)c1ccccc1NS(=O)(=O)c1cc2c(cc1C)NC(=O)CO2	-1%	4%	-1.9%	-2%[10.9 µM]
COc1ccc(C(=O)CSc2nnc(CNc3ccc(C)cc3C)o2)cc1	3%	-2%	0.4%	-1%
COc1ccc(OCC(O)Cn2cnc(-c3ccc(Br)cc3)c2)cc1 (stereo not drawn)	13%	21%	·	·
COc1ccc(-c2nnc(SCC(=O)NCc3ccco3)n2C)cc1	-4%	-15%	0.7%	5%
COc1ccc(OC)c2sc(NC(=O)C(C)C)nc12	1%	-6%	1.2%	-8%
COC(=O)c1oc2ccc(OC)cc2c1N	?	?	-1.1%	-45%[inhibitor]

Remaining list, next part.
SMILES	p53ts 32C kill	p53ts 39C tox	IkB signaling	Imprint erasure
Clc1ccccc1CSc1ncn(-c2ccccc2)n1	-5%	-16%	·	·
c1ccc2c(c1)nc(NCC1CCCO1)c1nnnn12 (stereo not drawn)	3%	21%	?	0%
O=C(C[C@@H](c1ccccc1)N1CCCCC1)c1ccccc1	2%[9.22 µM]	-1%[9.22 µM]	-0.3%[11.4 µM]	-7%[10.9 µM]
COc1cccc(N2CCN(C(=O)c3ccc(CS(=O)c4cccc(Cl)c4)o3)CC2)c1 (stereo not drawn)	7%	-5%	?	-22%[10.9 µM]
CCOC(=O)c1c(-c2ccccc2)csc1NC(=O)c1nc(S(=O)(=O)CC)ncc1Cl	?	?	?	-39%[inhibitor][10.9 µM]
Cc1ccc(OCC(=O)Nc2ccc3nc(SCC(=O)N4CCCC4)sc3c2)cc1	-14%	-13%	?	-12%[10.9 µM]
CC(CNCc1ccc2c(c1)OCO2)NCc1ccc2c(c1)OCO2 (stereo not drawn)	-9%	-7%	12%	-13%
COC(=O)C1CCN(C(c2ccccc2)c2sc3nc(-c4ccco4)nn3c2O)CC1 (stereo not drawn)	2%	9%	-2.7%	-6%[10.9 µM]
CC(=O)Oc1ccc(NC(=O)CSc2ccccc2)cc1	-3%	6%	4.5%	-30%[inhibitor]
O=S1(=O)C=C(Sc2nc3ccccc3s2)c2ccccc21	13µM*	?	?	-36%[inhibitor]
CC(C)CCn1c(Br)nc2c1c(=O)n(CC(N)=O)c(=O)n2C	7%	-4%	1.4%	-10%
CC(C)(C)c1ccc(C(=O)N2CCC(c3noc(-c4ccc(S(=O)(=O)N5CCCC5)cc4)n3)CC2)cc1	6%	-11%	?	-18%[10.9 µM]
Cn1cnnc1SCNC(=O)C(F)(F)F	1%	6%	0.8%	10%
COc1cccc(Cn2c(=O)c(-c3cccc(Cl)c3)nc3cncnc32)c1	-8%	-1%	0.6%[11.4 µM]	·
COc1cc2c(-c3ccccc3Cl)nc3c(c(C)nn3-c3ccccc3)c2cc1OC	2%	9%	1.5%	-4%[10.9 µM]
Cc1ccc(NC(=O)c2c(C)oc3ccc(O)c(CN4CCCCC4)c23)cc1	0%	-5%	?	-7%[10.9 µM]
CC(=O)c1ccc(OCCCC(=O)n2nnc3ccccc32)cc1	-4%	5%	0.0%	-25%
COc1ccc(Cl)cc1NC(=O)CSc1nc(=O)[nH]c2c1CCC2	0%	-24%	?	-4%[10.9 µM]
COc1cc(-c2nnc(-c3cc(OC)c(OC)c(OC)c3)o2)cc(OC)c1OC	-6%	-15%	·	·
CC1Cc2ccccc2N1S(=O)(=O)c1cccc2nsnc12 (stereo not drawn)	19%	17%	2.1%	-19%
CC(CCc1ccccc1)NC(=O)CSc1n[nH]c(-c2ccccc2)n1 (stereo not drawn)	-5%	-23%	?	2%[10.9 µM]
NC(=O)C1(N2CCCCC2)CCN(Cc2nc3ccccc3c(=O)[nH]2)CC1	3%	4%	2.2%	-18%
COc1ccc(-c2cc(C(=O)Nc3c(C(=O)c4ccc(Cl)cc4)oc4ccccc34)no2)cc1	-5%	3%	-0.4%	-7%[10.9 µM]
Cc1ccnc(NS(=O)(=O)c2ccc(NC(=O)C(C)(C)Oc3ccc(Cl)cc3)cc2)n1	-13%	2%	4.7%	-7%[10.9 µM]
COc1ccc(N(CC(=O)Nc2cccc(Cl)c2C)S(=O)(=O)c2c(C)nn(C)c2C)cc1	15%	3%	?	-14%[10.9 µM]
CCOc1ccc(N(CC)S(=O)(=O)N2CCCC(C(=O)Nc3cc(Cl)ccc3C)C2)cc1 (stereo not drawn)	8%	6%	?	-17%[10.9 µM]
COc1ccccc1CNc1ccc(-c2nc(-c3ccncc3)no2)cc1[N+](=O)[O-]	2%	-8%	0.1%	-7%[10.9 µM]
O=C(NC1CC1)C1CCN(c2ccc(S(=O)(=O)N3CCOCC3)cc2Cl)CC1	5%	-12%	1.9%	-2%
O=C(C1CCN(Cc2ccc(F)cc2)CC1)N(CCO)Cc1ccccc1	4%	15%	1.0%	-1%
Cc1ccc(-c2c(C#N)c(N)nc3c2CCCCCC3)o1	10%	-13%	0.9%	6%
O=c1[nH]c2ccc(NCc3ccc(-c4cccc(Cl)c4)o3)cc2[nH]1	0%	-5%	-0.3%	-6%[10.9 µM]
COc1ccc(NC(=O)CNCCC2=CCCCC2)cc1	6%	-2%	-1.6%	-4%
Cc1ccc(S(=O)(=O)N2CCN(C(=O)c3cc(=O)[nH]c4ccccc34)CC2)c(C)c1	-6%	-5%	1.2%	-14%
COc1ccc(OCCn2c(NC(=O)c3ccco3)nc3ccccc32)cc1	-10%	-1%	11%	-13%
CN(C)c1ccc(CNS(=O)(=O)c2ccc(-c3cc(C(F)(F)F)on3)s2)cc1	-8%	1%	-2.4%	-7%[10.9 µM]
CSc1ccc(Cl)c(C(=O)NCc2ccco2)c1	1%	3%	6.6%	-9%
Cc1nc(N2CCCC2)c2c(C(=O)N3CCN(c4cc(Cl)ccc4C)CC3)c(C)oc2n1	11%	?	?	?
CC(=O)N1CCN=C1SCc1ccccc1Cl	-4%	-17%	0.6%	-12%
CC1(C)Cc2c(c(=S)nc(-c3ccccc3)n2CCOCCO)CO1	-3%	-6%	-0.3%	7%
Cc1c(Cl)cccc1NC(=O)c1ccc2nc(C(C)C)oc2c1	-16%	-14%	?	-10%[10.9 µM]
CCC(=O)n1nc(-c2cccnc2)nc1NCc1ccc(OC)cc1	2%	-3%	-0.6%	-9%
Clc1ccc(C=NC23CN4CN(CN(C4)C2)C3)cc1	1%	2%	-1.1%	0%
COc1ccc(NC(=O)C2CCN(c3nc(-c4ccc(OC)c(OC)c4)no3)CC2)cc1Cl	6%	-17%	-2.8%	-9%[10.9 µM]
N#Cc1nc(Cc2cccc3ccccc23)oc1NCCN1CCCCC1	-18%	?	?	-68%[inhibitor]
O=C(COC(=O)c1cccs1)NCc1ccco1	0%	-4%	-0.2%	-27%
Cc1oc2ncn(C)c(=O)c2c1C(=O)NCCCN(Cc1ccccc1)C(C)C	4%	6%	-1.3%	6%[10.9 µM]
CCOC(=O)N1CCC(=C2c3ccc(Cl)cc3CCc3cccnc32)CC1	?	?	?	-23%&-23%&-17%
CCOC(=O)c1nnn(-c2nonc2-n2cccc2)c1C	4%	15%	0.5%	1%
COc1cccc(C2CC(=O)Nc3cc(OC)c(OC)c(OC)c32)c1OC (stereo not drawn)	-1%	7%	2.0%	-8%
CC1CC(c2ccccc2)n2nc(NC(=O)c3cccs3)nc2N1 (stereo not drawn)	-3%	1%	0.7%	-2%
CCN(CC(=O)Nc1ccc2c(c1)OCCO2)C(=O)c1cccc(S(=O)(=O)N2CCOCC2)c1	-7%	-4%	4.9%	-15%
O=C(CSc1nccc2ccccc12)N1CCN(c2ccccn2)CC1	-1%	5%	?	-19%
Cc1cc(C)nc(NS(=O)(=O)c2ccc(NC(=O)c3cc(=O)c4ccc(C)c(C)c4o3)cc2)n1	19%	3%	?	-2%[10.9 µM]
O=C(c1noc2c1CCCC2)N1CCN(C(c2ccccc2)c2ccccc2)CC1	1%	-8%	?	-30%
CCN(CC)CCCC(C)n1c(-c2ccccc2)nc2c(NCc3ccccc3)nc(C)nc21 (stereo not drawn)	-15%	-20%	·	-17%
CCN(Cc1ccccc1)C(=O)c1nn(-c2ccc(OC)cc2)c(=O)c2c1c1ccccc1n2C	16%	-5%	-2.9%	-9%[10.9 µM]
CSC1=NC2(CCN(C(=O)NC3CCCCC3)CC2)N=C1c1ccc(C)cc1	-8%	-17%	?	10%[10.9 µM]
COc1cc(N2C(=O)CSC23C(=O)N(Cc2ccc(C)cc2)c2ccccc23)cc(OC)c1OC (stereo not drawn)	12%	-15%	?	-7%[10.9 µM]
CCOc1ccc(CCNC(=O)c2nnc(Cc3cc(OC)c(OC)c(OC)c3)o2)cc1OCC	11%	-5%	-1.9%	-7%[10.9 µM]
COCCn1c(SCC(=O)Nc2cc(C)cc(C)c2)nnc1C(C)C	2%	-6%	1.4%	-10%

(continued)
SMILES	p53ts 32C kill	p53ts 39C tox	IkB signaling	Imprint erasure
CC(C)c1ccc(NC(=O)CN2C(=O)COc3ccc(S(=O)(=O)N4CCCCCC4)cc32)cc1	-7%	-2%	0.0%	-18%[10.9 µM]
O=C(c1ccc2c(=O)n(Cc3ccc4c(c3)OCO4)c(=S)[nH]c2c1)N1CCCCC1	10%	-8%	1.4%	1%
O=C(CCC(=O)N(CC(=O)NC1CCCCC1)Cc1ccco1)Nc1nccs1	-4%	6%	-0.2%	-3%
Cc1noc(NS(=O)(=O)c2ccc(NC(=O)CSc3nc4c(cc3C#N)CCC4)cc2)c1C	-7%	-7%	-2.6%	-10%
COc1ccc(NC(=O)CSc2nc3nc(C)cc(C)n3n2)cc1OC	-10%	-18%	-1.0%	-9%[10.9 µM]
CCNC(=O)COc1ccc(Br)cc1Cl	-15%	-17%	-0.5%	-6%
CCCCN(C(=O)NC(=O)Nc1ccccc1OC)S(C)(=O)=O	0%	9%	9.1%	-15%
Cc1ccc(S(=O)(=O)N2CCN(S(=O)(=O)N3CCCCC3)CC2)cc1	1%	8%	-2.3%	12%
COc1ccccc1Nc1nc(N)nc(CN(C)C2CCCCC2)n1	0%	7%	0.0%	-3%
